Bioassay records as filed in PubChem BioAssay.
SRC3 inh – SRC3 coactivator transcriptional activity inhibitors, primary screen, cell-based, luminescence; HEK293 GAL4-SRC3 luciferase reporter; inhibition, % at 3.6 µM; Nuclear receptor coactivator 3 (Homo sapiens), Q9Y6Q9; hit rate 0.17% among 360,000;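 active means inhibition above a per-campaign cutoff, the mean of all compounds plus 3 SD, cut at about 60% in these data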;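 further: 0% = DMSO-treated cells and 100% = gossypol-treated cells at 36 µM; higher means less SRC3-driven luciferase light from the GAL4 reporter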
ABHD5-PLIN5 inh – ABHD5-PLIN5 interaction inhibitors, primary screen, cell lysate, split luciferase complementation, luminescence; inhibition, % at 4 µM; Perilipin-5 (Homo sapiens) + 1-acylglycerol-3-phosphate O-acyltransferase ABHD5 (Homo …; Split G. princeps luciferase complementation, 4 h; hit rate 0.78% among 360,000;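 active means inhibition above the mean inhibition across every tested compound plus 3 SD, cut at about 22% in these data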;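 further: 0% = DMSO only wells and the 100% control is not disclosed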
Target sequence (Q00G26 whole entry, looked up): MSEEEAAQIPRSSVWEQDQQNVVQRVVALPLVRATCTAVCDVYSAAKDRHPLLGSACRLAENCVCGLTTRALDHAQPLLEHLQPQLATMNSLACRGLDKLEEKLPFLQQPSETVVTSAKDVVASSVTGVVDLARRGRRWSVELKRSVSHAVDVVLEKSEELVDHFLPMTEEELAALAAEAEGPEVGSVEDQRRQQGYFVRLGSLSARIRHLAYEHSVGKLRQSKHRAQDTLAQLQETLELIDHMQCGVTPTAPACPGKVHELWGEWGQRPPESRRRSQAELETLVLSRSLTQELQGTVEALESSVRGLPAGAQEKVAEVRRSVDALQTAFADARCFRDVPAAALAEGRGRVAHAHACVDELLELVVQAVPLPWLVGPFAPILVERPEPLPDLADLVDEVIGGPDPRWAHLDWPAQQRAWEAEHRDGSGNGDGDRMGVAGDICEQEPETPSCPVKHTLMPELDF
Target sequence (Q8WTS1 whole entry, looked up): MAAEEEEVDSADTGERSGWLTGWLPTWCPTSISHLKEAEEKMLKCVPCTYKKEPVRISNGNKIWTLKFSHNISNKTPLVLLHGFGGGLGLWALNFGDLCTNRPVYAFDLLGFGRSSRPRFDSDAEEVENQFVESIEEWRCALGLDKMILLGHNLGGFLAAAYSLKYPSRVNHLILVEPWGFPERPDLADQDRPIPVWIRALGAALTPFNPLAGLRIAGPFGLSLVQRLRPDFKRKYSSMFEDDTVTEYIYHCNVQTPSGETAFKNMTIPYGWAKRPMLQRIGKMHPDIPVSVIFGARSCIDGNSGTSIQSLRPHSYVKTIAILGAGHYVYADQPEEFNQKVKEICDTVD
SRC1 inh – SRC1 coactivator transcriptional activity inhibitors, primary screen, cell-based, luminescence; Nuclear receptor coactivator 1 (Homo sapiens), Q15788; HEK293 GAL4-SRC1 luciferase reporter; inhibition, % at 3.6 µM; hit rate 0.12% among 360,000;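 active means inhibition above the campaign mean plus 3 SD, with each screening campaign given its own cutoff, cut at about 60% in these data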;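 further: 0% = DMSO treated cells and 100% = gossypol at 36 µM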
Granule exo inh – LAMP-1 surface exposure blockers, TALL-104 cells – cell-based, flow cytometry, MLPCN library, primary screen; TALL-104 LAMP-1 surface exposure; cells stimulated with thapsigargin and PMA; inhibition, % at 10 µM; hit rate 0.66% among 360,000;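 active means inhibition above about 55%, limit read from the data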
COUP-TFII inh – NR2F2 transcriptional activity inhibitors, primary screen, cell-based, luciferase reporter, HEK293T, luminescence. COUP transcription factor 2 (Homo sapiens), P24468. HEK293T NGFI-A luciferase reporter. inhibition, % at 8.6 µM. hit rate 0.7% among 370,000. AID 686940, 2013;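 active means inhibition above a per-plate cutoff, mean inhibition of test wells between control levels plus 3 SD, cut at about 38% in these data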;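 further: cells cotransfected with COUP-TFII expression vector driving the NGFI-A reporter; 0% = median of COUP-TF2 test wells and 100% = reporter-only cells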
TWEAK-Fn14 inh – inhibitors of TWEAK-Fn14 signaling, primary screen, luciferase reporter cells, uHTS. TWEAK-stimulated Fn14 reporter cells, luciferase luminescence, 8 h. inhibition, % at 10 µM. hit rate 2% among 360,000. AID 1159606, 2016; in the data active means inhibition above about 50%
NOD2-RIPK2 inh – NOD2-RIPK2 binding disruptors in cells, primary screen, fluorescence, CHO cells, BLA complementation | hit rate 0.38% among 360,000 | inhibition, % at 4.98 µM | CCF4 ratio | Receptor-interacting serine/threonine-protein kinase 2 (Homo sapiens), O43353 | AID 624267, 2012; in the data active means inhibition above about 21%;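 further: 0% = vehicle only and 100% = reference blocker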
SRC2 inh – inhibition of GAL4-SRC2 driven luciferase reporter, primary screen, SRC2 inhibitor project, cell-based, luminescence; HEK293 GAL4-SRC2 luciferase reporter; inhibition, % at 9 µM; hit rate 0.17% among 370,000;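 active means inhibition above the mean inhibition of all tested compounds plus 3 SD, set per campaign, cut at about 52% in these data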;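 further: 0% = DMSO treated cells and 100% = cells given Gossypol at 36 µM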
LRH-1 inv ag – LRH-1 (NR5A2) inverse agonists, primary screen, cell-based, luminescence, HEK293T, StAR-luciferase reporter; Nuclear receptor subfamily 5 group A member 2 (Homo sapiens), O00482; LRH-1 transfected, 24 h; inhibition, % at 3.6 µM; hit rate 0.13% among 360,000; AID 602396, 2012;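 active means inhibition above the mean inhibition of all tested compounds plus 3 SD, cut at about 73% in these data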;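 further: 0% = DMSO wells and 100% = reporter-only cells lacking LRH-1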
TROY NFkB inh – inhibitors of TROY-driven NF-kB signaling, primary screen, Q293 LMP1-TROYcd cells, NF-kB luciferase, uHTS. Q293 LMP1-TROYcd NF-kB luciferase reporter, 4 h. inhibition, % at 10 µM. hit rate 0.98% among 360,000;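 active means compounds whose plate-normalised and pattern-corrected inhibition of the luciferase reporter signal at the single screening dose is 50% or more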
TLR9-MyD88 block – inhibitors of TLR9-MyD88 association in cells, primary screen, cell-based, CHO, BLA complementation, fluorescence. Toll-like receptor 9 (Homo sapiens) + Myeloid differentiation primary response protein …. CCF4 FRET ratio. inhibition, % at 4.98 µM. hit rate 0.21% among 340,000. AID 504734, 2011;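 active means inhibition above the mean over all tested compounds plus 3 SD, cut at about 21% in these data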;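 further: 0% = DMSO only wells and 100% = clavulanate BLA inhibitor control wells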
The depositor's hits bear a star; · = no result given; & = joins results of further samples. An excerpt; rates above refer to the full screens.

cpd | Molecule | TWEAK-Fn14 inh | NOD2-RIPK2 inh | SRC1 inh | LRH-1 inv ag | SRC3 inh | Granule exo inh | COUP-TFII inh | SRC2 inh | TROY NFkB inh | ABHD5-PLIN5 inh | TLR9-MyD88 block
1 | O=C(Cn1nnc2ccccc21)OCC(=O)c1ccc(Cl)c(Cl)c1 | -9 | -3 | -9 | -4 | 0 | -3 | 12 | 0 | -30 | 11 | 0
2 | O=C1OCC/C1=C\NCCCN/C=C1\CCOC1=O | 1 | -10 | -5 | 5 | -21 | 16 | 6 | 11 | -10 | 6 | -10
3 | O=C(CSc1nnc(-c2cccnc2)n1Cc1ccco1)NCc1ccc2c(c1)OCO2 | -17 | -1 | 3 | 4 | 1 | 0 | -2 | 28 | -9 | 4 | 3
4 | CCc1c(-c2ccc(Cl)cc2)ncn1Cc1cccc(-c2ccccc2)c1 | · | -1 | · | 22 | · | 15 | 1 | -10 | · | -15 | ·
5 | CCC(C)C(=O)Nn1c(C2CC2)nc2cc(OC)c(OC)cc2c1=O (stereo not given) | -22 | -2 | -25 | 8 | -11 | 0 | -22 | -11 | 2 | 2 | -3
6 | Cc1nc(N2CCN(Cc3nc4ccccc4[nH]3)CC2)c2oc3ccccc3c2n1 | -8 | 2 | -17 | 11 | 0 | -2 | -8 | 8 | 18 | 7 | 2
7 | Nc1nc(NC(=O)/C=C\C(=O)O)nn1-c1ccccc1 | -3 | -4 | -1 | 5 | 15 | -1 | 4 | -23 | 6 | 0 | -5
8 | CC(Sc1ccc(Cl)cc1)C(=O)Nc1ccccc1-c1ccccc1 (stereo not given) | 7 | 11 | 6 | 15 | -11 | -1 | -4 | -24 | 3 | -5 | -14
9 | O=C(NCCc1ccccc1)C(=O)NCC1OCCN1S(=O)(=O)c1ccc2c(c1)OCCO2 (stereo not given) | -5 | -7 | 1 | 10 | 2 | -4 | -7 | 5 | -6 | 1 | -1
10 | COc1ccccc1NS(=O)(=O)c1ccc(Cl)c(NC(=S)NC(=O)C2CCCC2)c1 | 29 | -2 | -38 | -13 | 12 | -1 | 10 | 0 | 37 | -13 | 3
11 | COc1cc(C)c(C(=O)Oc2cc(C)c(C(=O)O)c(O)c2)c(O)c1 | 4 | -4 | -9 | 18 | 18 | -1 | 7 | -6 | -54 | 5 | 13
12 | Cc1cc(NC(=O)c2cccc(F)c2)no1 | -15 | -6 | -20 | -24 | -20 | 0 | -7 | -12 | -15 | -1 | -3
13 | COc1ccc(N2CCN(c3ncccn3)CC2)cc1 | 21 | -5 | -20 | -40 | -33 | 3 | -5 | -42 | -18 | 3 | -7
14 | COc1ccc(-n2ncc3c(NCCCn4ccnc4)ncnc32)cc1 | 32 | -5 | -3 | -3 | -20 | 0 | -10 | 10 | 6 | 2 | 6
15 | COc1cc2c3nc4n(c(=O)c3n(CC(=O)N3CCCC3)c2cc1OC)CCS4 | 11 | -3 | -15 | -6 | 2 | -11 | -13 | 1 | -23 | 9 | -2
16 | O=C(Nc1ccccn1)C1CCN(S(=O)(=O)c2ccccc2)CC1 | -18 | -3 | -92 | -39 | -103 | 10 | -12 | -29 | -57 | 8 | -7
17 | Cc1cc(O)cc(C)c1Cl | -8 | -8 | 1 | -3 | -3 | -4 | -17 | -27 | 11 | 0 | 7
18 | O=C(Nc1ccccc1Cl)c1ccccc1 | -23 | 2 | -73 | -21 | -42 | 0 | -3 | -37 | -38 | 5 | 5
19 | Cc1cc(NC(=O)C2C3C=CC(C3)C2C(=O)O)no1 (stereo not given) | 4 | -5 | -5 | 28 | -3 | -2 | -8 | 13 | 8 | -1 | 8
20 | O=C(NC1CCCCC1)c1cc2nc3c(c(C(F)(F)F)n2n1)CCCC3 | -23 | 3 | -39 | -47 | -60 | -2 | -28 | -56 | -46 | 6 | -7
21 | COc1ccc(S(=O)(=O)Nc2cccc3c2O[C@H](CN(C)CC2CC2)[C@@H](C)CN([C@H](C)CO)C3=O)cc1 | -14 | -15 | 0 | 13 | 10 | -13 | 4 | -6 | -19 | 8 | -8
22 | Cc1ccc(OCC(=O)Nc2cc(S(=O)(=O)N3CCCCC3)ccc2C)c([N+](=O)[O-])n1 | -1 | -6 | -6 | -2 | 12 | 0 | 21 | -5 | -5 | 0 | -2
23 | CCc1ccc(S(=O)(=O)Nc2ccc(O)c3ccccc23)cc1 | 94* | 0 | -2 | 13 | -18 | 8 | -5 | 7 | -11 | -12 | -10
24 | CCN(CC)c1ccc(-c2c(C#N)c(N)nc(OC)c2C#N)cc1 | -23 | -12 | -11 | 7 | 5 | 1 | -21 | 1 | 15 | 1 | 4
25 | N#Cc1nc(COc2ccc(Cl)cc2)oc1N1CCCC1 | 8 | 1 | 0 | -14 | -4 | 13 | 4 | -17 | -2 | -6 | 1
26 | Cc1ccc(F)c(Oc2cc(NN3CCCCC3)c([N+](=O)[O-])cc2[N+](=O)[O-])c1 | -7 | -2 | 9 | 13 | 2 | 0 | 7 | 8 | -10 | 1 | 1
27 | CCOC(=O)C1CCN(S(=O)(=O)c2ccc3c(c2)N(C(C)=O)CCO3)CC1 | 1 | 11 | -27 | 10 | 26 | -3 | -7 | 5 | 2 | 0 | 9
28 | CSCCC(NS(=O)(=O)c1ccc2c(c1)oc(=O)n2C)C(=O)NC1CCCc2ccccc21 (stereo not given) | -9 | 6 | -9 | -10 | -4 | -8 | -11 | -4 | -2 | -13 | -8
29 | CC(=O)c1cc(CN2CCC(C(=O)Nc3cccc(-c4cscn4)c3)CC2)cs1 | -1 | -3 | -5 | -20 | 9 | 5 | 28 | 12 | 12 | 9 | -7
30 | O=c1[nH]nc(Cc2ccc(Cl)cc2)c2ccccc12 | 0 | 2 | -18 | 14 | -3 | 1 | 0 | -19 | -9 | -1 | -1
31 | CC(C)NC(=O)COC(=O)c1cc(Br)ccc1Cl | -10 | 4 | -8 | 3 | 2 | -9 | 2 | 16 | 0 | -5 | -12
32 | COc1cccc(C(=O)NC2CC3CCC(C2)N3Cc2ccccc2)c1 (stereo not given) | 44 | -2 | 7 | -10 | 17 | 2 | 10 | -6 | 13 | 8 | -9
33 | Cc1ccc2[nH]c3c(c2c1)CN(C)CC3 | 6 | -8 | -5 | 18 | 23 | -1 | 3 | -4 | 3 | 4 | 0
34 | CCCCCC(=O)Nc1nnn(CCC)n1 | -1 | -2 | 13 | -7 | -6 | 6 | -4 | 13 | -8 | 10 | 0
35 | COc1cc(/C=C/C(=O)O)cc(S(=O)(=O)N2CCCc3ccccc32)c1OC | 0 | -4 | -20 | 17 | 14 | -2 | -2 | 4 | -14 | -5 | 6
36 | Cc1ccc(OCCSc2cc(C)nc(N)n2)cc1 | -10 | -2 | -30 | -20 | -5 | 14 | -8 | -12 | -11 | -5 | 3
37 | COc1ccc2c3c(cccc13)N(C)N=C2C | -7 | 8 | -19 | 15 | -22 | -1 | 25 | -17 | 1 | -13 | -2
38 | CC(C)(C)NC[C@H](O)COc1nsnc1N1CCOCC1 | 4&-3&7 | -4&-7&-8 | 4&6&9 | 0&-20&-33 | 0&5&-26 | -1&-3&6 | 0&15&16 | 19&-17&-19 | -6&9&-9 | -4&5&-10 | -13&-8&4
39 | COc1ccccc1OCCNC(=O)c1cc(=O)[nH]c2ccccc12 | -19 | 6 | 1 | -7 | 14 | -5 | -4 | 4 | -26 | 4 | 11
40 | Cc1ccc(Cc2c(-c3ccccc3)nc3cc(C)ccn23)cc1 | -2 | -2 | -96 | -77 | -79 | 1 | -44 | -53 | -16 | -2 | -12
41 | CN(CC(=O)Nc1cc(C(F)(F)F)ccc1-n1cncn1)Cc1ccccc1N1CCOCC1 | 1 | 7 | 1 | -14 | 8 | -3 | -7 | 2 | -11 | 1 | -3
42 | O=C(COC(=O)CNC(=O)c1ccccc1)Nc1ccc(Cl)cn1 | 11 | 3 | 2 | -29 | -26 | -1 | -10 | 11 | 15 | 0 | -11
43 | C=CC[N+]1(CC#CCOC(c2ccccc2)c2ccccc2)CCOCC1 | -12 | -2 | 3 | -10 | -18 | 1 | -7 | 4 | -12 | 7 | -5
44 | CCS(=O)(=O)N1CCN(c2ccc([N+](=O)[O-])c(NC(C)c3ccccc3)c2)CC1 (stereo not given) | 30 | 3 | 4 | 0 | -8 | 6 | -17 | 1 | 14 | -2 | -9
45 | COc1ccc2nc(N=Nc3ccc(N(C)C)cc3)sc2c1 | 41 | -4 | -84 | -94 | -49 | 1 | -10 | -53 | 47 | 1 | 5
46 | NC(=O)c1ccccc1NC(=O)CN1CCOCC1 | -3 | -9 | -6 | 2 | 13 | -8 | 11 | -22 | -34 | 1 | -3
47 | CC1CCN(S(=O)(=O)c2ccc(NC(=O)c3cccs3)cc2)CC1 | 9 | -7 | -6 | -18 | -28 | 2 | 13 | 20 | · | -16 | 3
48 | CCOC(=O)NC1Cc2ccccc2C1Sc1ccccn1 (stereo not given) | 8 | -3 | -2 | 3 | -69 | -8 | 17 | 21 | -6 | 5 | 1
49 | CCCCc1nc(Cl)c(CO)n1Cc1ccc(-c2ccccc2-c2nnn[nH]2)cc1 | 1 | -14 | -7 | 13 | 1 | -3 | 0 | 22 | 1 | -1 | 1
50 | COc1ccc(NC(=O)C2(C)CCN2Cc2ccc3ccccc3c2)cc1OC (stereo not given) | -30 | -14 | -4 | -4 | 0 | 0 | 2 | 24 | 26 | 7 | ·
51 | Cc1c(Cl)cnc(NC(=O)COC(=O)/C=C/c2ccco2)c1Cl | 6 | 2 | -51 | 2 | -1 | 7 | -7 | -8 | -15 | 15 | -6
52 | CCOC(=O)c1c(C)c(C(=O)Nc2ccc3c(c2)OCCO3)c(C)n1CC | 41 | 3 | -6 | 3 | -7 | 2 | -26 | 0 | -5 | -2 | 4
53 | CC(C)CCNC(=O)C(Cc1ccccc1)NS(=O)(=O)c1ccc2c(c1)c(=O)n(C)c(=O)n2C (stereo not given) | 0 | -11 | -32 | 4 | -6 | -4 | 12 | 6 | 12 | -16 | -13
54 | COC(=O)COc1cccc2c(=O)n(CC(=O)N3CCCCC3)ccc12 | 14 | -4 | -13 | 2 | 14 | 0 | -4 | -9 | 2 | -6 | -3
55 | O=[N+]([O-])c1ccc2[nH]c(=S)sc2c1 | 10 | 6 | -13 | 8 | -5 | -4 | 2 | -6 | 0 | -11 | 2
56 | Cc1onc(-c2c(F)cccc2Cl)c1C(=O)OCC(=O)Nc1cccc(S(=O)(=O)N(C)C)c1 | 11 | 2 | 0 | -16 | -6 | 18 | 21 | 25 | 18 | -13 | -12
